PI5P4K alpha inh – qHTS for Inhibitors of phosphatidylinositol 5-phosphate 4-kinase (PI5P4K); max response, %; PI5P4Kalpha enzyme, ADP-Glo luminescence, 60 min; hits give low values; 330,000 tested, 1.2% active; active = max response of -50% or lower; inconclusive = between -30% and -50%; inactive = -30% or higher; also: value at the top dose of about 77 µM; % is scaled to controls: 0 for no effect and ±100 for the full control effect
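Reactions run in 0.038 M HEPES pH 7.4, 0.28 mM EGTA, 0.1% CHAPS and 5% DMSO, with PI5P4Kalpha, substrate, compound and 5 microM ATP final, one hour at room temperature. Readout is ADP-Glo luminescence.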
FUS suppressor – qHTS for Suppressors of FUS Proteinopathy: Primary screen using FUS-linked yeast assay | S. cerevisiae FUS-expressing, growth rescue, OD600, 24 h | Potency, µM (doses to about 76.6 µM), inactives show at the highest dose growth rescue (activation), most hits filed as activators | 390,000 tested, 0.24% active | AID 1347120, 2019;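 also: potency is read from the fitted curve at half-maximal effect; plate controls were DMSO vehicle for no effect and reference control for full effect; nearly all actives have a fitted effect of over 55% in size; some results filed as inactive show a strong effect at the top dose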
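Yeast FUS proteinopathy model; galactose-induced FUS (2%), starting OD 0.005. Cpds in dilution series, 24hr, 30C, 99% humidity. Abs 600 nm growth. Pos ctrl CP55940 (top 92uM final); neg ctrl DMSO.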
EPAC1 agonist – qHTS for Agonist of cAMP-regulated guanine nucleotide exchange factor 3 (EPAC1): primary screen | EPAC1 agonist qHTS, biochemical assay; response scale: 100% = response to 6.5 mM cAMP | Potency, µM (doses to about 154 µM), inactives show at the top dose activation, usual class: activators | 360,000 tested, 0.073% active; also: potency is read from the fitted curve at half-maximal effect; nearly all actives have a fitted effect of over 60% in size
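Nucleotide exchange by EPAC1 (100 nM) on Rap1B–BODIPY-GDP (250 nM) in the presence of 50 uM GDP is tracked fluorescently at 480/540 nm over 30 min. Signals are normalized to a 6.5 mM cAMP control.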
PLK1 PBD block – qHTS for Inhibitors of PLK1-PDB (polo-like kinase 1 - polo-box domain): Primary Screen; Plk1 PBD binding of FITC phosphopeptide, fluorescence polarization; Potency, µM, for the others: max response, negative = inhibition, hits mostly inhibitors; 360,000 tested, 2.8% active; Serine/threonine-protein kinase PLK1 (Homo sapiens), P53350; also: potency is read from the fitted curve at half-maximal effect; series mostly up to about 57 µM; % is scaled to controls: 0 for no effect and ±100 for the full control effect; nearly all actives have a fitted effect of over 65% in size
EPAC1 antagonist – qHTS for Antagonist of cAMP-regulated guanine nucleotide exchange factor 3 (EPAC1): primary screen | Rap guanine nucleotide exchange factor 3 (Homo sapiens), O95398 | EPAC1 GEF assay, Rap1b-BODIPY-GDP exchange fluorescence | Potency, µM (titrated, usually from 115 µM), for inactives: top-dose activity change, negative = inhibition, usual class: inhibitors | 360,000 tested, 0.14% active | AID 720709, 2013;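 also: potency is read from the fitted curve at half-maximal effect; plate controls were vehicle for no effect and positive control for full effect; nearly all actives have a fitted effect of over 50% in size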
IL-2 act – qHTS of IL-2 Activators | IL-2 activation reporter assay, cell-based qHTS; stimulated with anti-CD3/CD4/CD28 beads; in transgenic mouse T cells | activation, % (series mostly up to about 46 µM) | 360,000 tested, 0.065% active; in the data active = activation above about 50%; inconclusive = mostly about 30% to 49%; also: 0% is about no effect
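Readout: EGFP and DsRed signals by fluorescent plate cytometry. Unstimulated transgenic mouse T cells received compound 60 min before antibody-bead stimulation, then incubated 18 h at 37 degrees C.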
WRN helicase inh – qHTS for Inhibitors of WRN Helicase. 360,000 tested, 0.46% active. WRN helicase unwinding, fluorescent forked duplex, kinetic. Bifunctional 3'-5' exonuclease/ATP-dependent helicase WRN (Homo sapiens), Q14191. Potency, µM (highest dose often 114 µM), for inactives: top-dose activity change, negative = inhibition, hits mostly inhibitors; also: potency is read from the fitted curve at half-maximal effect; % is scaled to controls: 0 for no effect and ±100 for the full control effect; nearly all actives have a fitted effect of over 55% in size
Target sequence (Q14191 whole entry, looked up): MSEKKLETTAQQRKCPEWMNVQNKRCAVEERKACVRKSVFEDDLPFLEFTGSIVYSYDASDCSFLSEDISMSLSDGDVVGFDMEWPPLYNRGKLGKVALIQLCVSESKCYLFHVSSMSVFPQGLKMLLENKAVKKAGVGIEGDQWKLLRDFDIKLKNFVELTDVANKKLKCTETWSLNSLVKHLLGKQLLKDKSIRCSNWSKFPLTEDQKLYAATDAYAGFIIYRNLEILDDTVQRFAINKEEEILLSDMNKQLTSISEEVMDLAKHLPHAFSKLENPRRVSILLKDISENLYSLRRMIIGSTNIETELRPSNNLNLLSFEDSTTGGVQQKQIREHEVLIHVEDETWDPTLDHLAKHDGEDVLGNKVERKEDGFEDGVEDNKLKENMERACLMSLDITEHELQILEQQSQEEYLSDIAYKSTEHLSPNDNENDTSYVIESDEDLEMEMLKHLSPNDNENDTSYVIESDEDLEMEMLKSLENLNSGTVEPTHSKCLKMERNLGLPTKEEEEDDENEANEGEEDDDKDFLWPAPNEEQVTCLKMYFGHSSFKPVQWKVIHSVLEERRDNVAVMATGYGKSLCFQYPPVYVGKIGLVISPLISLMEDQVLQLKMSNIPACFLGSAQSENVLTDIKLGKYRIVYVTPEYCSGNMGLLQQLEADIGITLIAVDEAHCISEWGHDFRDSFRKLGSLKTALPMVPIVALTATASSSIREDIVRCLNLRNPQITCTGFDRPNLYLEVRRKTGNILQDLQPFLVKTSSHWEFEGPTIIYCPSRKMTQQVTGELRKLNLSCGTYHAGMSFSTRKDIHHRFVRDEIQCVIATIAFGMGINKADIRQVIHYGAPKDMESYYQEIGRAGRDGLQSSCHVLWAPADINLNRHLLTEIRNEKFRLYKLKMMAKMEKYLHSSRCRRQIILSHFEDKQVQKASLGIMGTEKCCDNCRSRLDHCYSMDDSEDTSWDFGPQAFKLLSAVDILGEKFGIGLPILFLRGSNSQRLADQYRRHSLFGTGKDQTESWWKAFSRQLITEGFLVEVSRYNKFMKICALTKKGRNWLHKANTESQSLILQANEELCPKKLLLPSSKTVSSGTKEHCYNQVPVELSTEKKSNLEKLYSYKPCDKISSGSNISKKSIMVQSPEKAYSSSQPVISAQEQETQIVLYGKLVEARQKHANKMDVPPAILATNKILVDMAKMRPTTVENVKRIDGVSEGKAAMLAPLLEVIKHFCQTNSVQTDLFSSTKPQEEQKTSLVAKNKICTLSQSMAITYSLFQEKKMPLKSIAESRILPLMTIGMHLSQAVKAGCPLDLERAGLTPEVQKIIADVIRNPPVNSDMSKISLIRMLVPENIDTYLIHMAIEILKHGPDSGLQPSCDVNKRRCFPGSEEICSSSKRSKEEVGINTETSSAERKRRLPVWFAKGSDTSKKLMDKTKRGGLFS
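Enzyme (20 nM final) and test compound sit together 15 min at room temperature before substrate addition. Substrate is a single-forked duplex oligonucleotide (100 nM) labelled with fluorophore and quencher, with 2 mM ATP; helicase unwinding raises red fluorescence, read kinetically.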
Abeta yeast res – qHTS for compounds that reverse cellular toxicity of Amyloid beta (A-beta) peptide in yeast: Primary Screen; Potency, µM (doses to about 46.1 µM), for inactives: at the top dose growth rescue, most hits filed as activators; yeast expressing A-beta42, growth rescue, OD600, 48 h; response scale: 0% DMSO, 100% iron-clioquinol control; 410,000 tested, 0.063% active; also: potency is read from the fitted curve at half-maximal effect; nearly all actives have a fitted effect of over 55% in size
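Yeast A-beta toxicity model in growth medium with pinned compounds, 48 h at 30 C; growth read as absorbance at 600 nm. Normalized to FeCl3/clioquinol equimolar mix (positive) and DMSO (negative).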
aSyn rescue – qHTS of alpha-syn Inhibitors | Yeast expressing alpha-synuclein, growth rescue, BacTiter-Glo, 24 h | Potency, µM (titrated, usually from 46.1 µM), without a hit: at the top dose growth rescue (activation), hits mostly activators | 370,000 tested, 0.14% active; also: potency is read from the fitted curve at half-maximal effect; % of control where 0% means no effect; nearly all actives have a fitted effect of over 65% in size
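Rescue of yeast growth: cells expressing toxic alpha-synuclein, induced in galactose at OD600 0.02, incubated with compound 24 h at 30 C. ATP luminescence quantified growth; inhibitors of toxicity appear as activators.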
* hit, by the source's call; ? = inconclusive; nt = no result given; & = joins results of further samples; [ ] = dose if it differs, or a comment. Unless noted, calls follow the shape of the dose curve; as a rule, active = well fitted curve in the direction sought with a large enough effect; inconclusive = small, poorly fitted or top-dose-only effect, or another doubt; inactive = no such curve, though single readings can be large; an effect the other way counts as inactive or inconclusive. This is a random part of the collection, and some 4.1% of all compounds hit somewhere here.

Values run as follows: aSyn rescue	EPAC1 agonist	PI5P4K alpha inh	EPAC1 antagonist	PLK1 PBD block	FUS suppressor	WRN helicase inh	IL-2 act	Abeta yeast res
CC(/C=N/NC(=O)Cc1cc(=O)[nH][nH]1)=C\c1ccccc1
→ 0%	-13%	-13	-16%	-10%	?	-8%	-0.5	-5%
O=C(C=Cc1ccccc1)N1CCCCC1
→ 7%	9%	-2	-2%	11%	-9%	-3%	2.8	3%
O=C1/C(=C\c2cccnc2)CN(Cc2ccccc2)C/C1=C\c1cccnc1
→ 15%	-3%	-2	-9%	-20%	30%	-2%	-0.8	-53%[inhibitor]
CC(C)(CNc1ccc([N+](=O)[O-])cc1Cl)N1CCOCC1
→ -9%	3%	2	5%	-13%	0%	10%	1.3	17%
CC(NC(=O)CN1CCCC1)C12CC3CC(CC(C3)C1)C2 (stereo unspecified)
→ -6%	9%	nt	2%	-2%	17%	0%	-0.7	3%
O=C(NN=C1CCCC1)c1n[nH]c2c1CCC2
→ -16%	-4%	1	-4%	-3%	-9%	-7%	1.6	1%
N#C/C(=C\c1ccc(-c2cccc([N+](=O)[O-])c2)o1)C(=O)NCCN1CCOCC1
→ 1%	-3%	-1	-19%	-7%	16%	-18%	-0.9	-4%
O=c1c2cccc3c2c(nn1-c1ccccc1)-c1ccccc1-3
→ -9%	-15%	nt	6%	1%	18%	-21%	0.1	-12%
CC(C)(C)NC(=O)C1C(c2ccc(C(F)(F)F)cc2)=Nc2ccccc2N1C(=O)c1cccc(C(F)(F)F)c1 (stereo unspecified)
→ 7%	-18%	1	-27%	-5%	7%	-4%	-0.2	-5%
S=C1NCN(Cc2cccnc2)CN1
→ 2%	7%	3	-1%	0%	-17%	0%	-0.2	-2%
CN(CCOc1ccc(-c2ccn(S(=O)(=O)c3cccc4ccccc34)n2)cc1)c1ccccn1
→ -1%	4%	8	3%	0%	44%	-2%	-1.8	18%
Cc1cc(C)c(NC(=O)Cn2nnc(C(=O)NCc3cccs3)c2N)c(C)c1
→ 2%	-6%	-4	10%	3%	-7%&8%	-1%	5.4	-2%&12%
Cc1ccccc1OCC(O)CNC1CCC(NCC(O)COc2ccccc2C)CC1 (stereo unspecified)
→ 0%	11%	3	34%[activator]	-2%	24%	-1%	-0.9	-13%
Cc1ccc(S(=O)(=O)N(C)C[C@@H]2OCc3cnnn3CCCC(=O)N([C@H](C)CO)C[C@H]2C)cc1
→ -5%	4%	5	2%	nt	-11%	5%	1.0	-11%
CCc1nccn1CCC(=O)NC1CCCc2c1cnn2-c1ccc(F)cc1F (stereo unspecified)
→ 5%	7%	0	12%	-7%	19%	-7%	-2.0	-1%
COCc1nc2ccccc2n1CCCOc1ccccc1
→ 0%	-3%	-3	-5%	0%	-35%	-11%	-4.1	20%[9.22 µM]
CC(=O)c1c(C(C)=O)c(C)n(-c2nc(-c3cccs3)c(C)s2)c1C
→ 0%	1%	-9	5%	-8%	15%	7%	-1.0	10%
COc1ccc2c(c1)[nH]c1c(=O)n(Cc3ccncc3)cnc12
→ -1%	6%	2	-29%	-15%	-6%	0%	2.6	3%
O=C1N=c2ccccc2=C1c1sc(=S)n(NC(=O)c2ccccc2)c1O
→ -10%	-7%	?	-17%	-14%	24%	-21%	-1.7	-2%
O=C(NC(Cc1ccccc1)C(=O)O)/C(=C/c1ccccc1)NC(=O)c1ccc(Br)o1 (stereo unspecified)
→ 6%	0%	2	2%	0%	15%	4%	1.8	1%
CC1CCCN(C(=O)COC(=O)C2CCN(S(=O)(=O)c3ccc4c(c3)OCCO4)CC2)C1 (stereo unspecified)
→ -2%	5%	3	-12%	-12%	12%	3%	-0.6	-3%
COC(=O)c1cccc(C(=O)Nc2ccc(F)cc2)n1
→ 0%	9%	nt	4%	-6%	29%	-6%	3.4	-16%
CCc1ccc(NC(=O)CCn2c(=O)c3cccn3c3ccccc32)cc1
→ -5%	-7%	6	1%	-1%	?	-5%	-4.5	-7%&-3%
C=CCNC(=O)c1ccc(-c2cccc([N+](=O)[O-])c2)o1
→ -6%	0%	8	33%[activator]	-3%	6%	2%	2.7	-6%
O=c1oc2ccc(Br)cc2cc1S(=O)(=O)c1ccc(F)cc1
→ 1%	-2%	3	5%	1%	nt	-19%	-0.6	1%
CSc1ccc(CN(C)CC(=O)Nc2cccc(Br)c2)cc1
→ -4%	13%	2	-5%	-5%	-15%	-3%	-3.6	3%
COc1ccccc1NC(=O)NNC(=O)c1cc2ccccc2cc1O
→ -3%	-6%	-6	28%	-5%	20%	4%	-3.6	7%
NC(=O)C(c1ccccc1)C1CCCCC1 (stereo unspecified)
→ 3%	7%	0	6%	0%	29%	-4%	0.1	?
CN(C)Cc1cc(C(C)(C)C)cc(C(C)(C)C)c1O
→ -8%	-5%	1	-25%	-2%	-7%	-5%	4.9	17%
CCCC(=O)N1CCCC1(C)C(=O)Nc1cc(OC)c(OC)c(OC)c1 (stereo unspecified)
→ -9%	13%	0	8%	-5%	3%	6%	-0.1	1%
O=C1CNC(=S)N1Cc1ccc(F)cc1
→ 1%	-2%	1	-22%	-4%	-6%	-8%	0.6	nt
Cc1ccc(S(=O)(=O)Nc2cc(NC(=O)CN3CCOCC3)ccc2Cl)cc1
→ 4%	11%	nt	1%	-3%	26%	-6%	0.6	16%
CCCc1ccc2oc(C(=O)N3CCN(CCC(N)=O)CC3)c(C)c2c1
→ 1%	-5%	-4	1%	-12%	-5%	8%	-1.6	-1%
O=C1Nc2ccccc2C(=O)N(c2ccc3c(c2)OCCO3)C1C(=O)NC1CC1 (stereo unspecified)
→ 4%	6%	-2	12%	4%	-6%	4%	-0.3	0%
O=C(N/N=C/c1ccccc1F)C(=O)N1CCCCCC1
→ -4%	4%	1	13%	1%	-4%	7%	-0.3	3%
COc1cc2ncnc(N[C@H](C)c3ccccc3)c2cc1OC
→ -9%	2%	-3	?	-13%	-22%	-3%	-5.0	-7%
CN(CCc1ccccn1)c1ccc([N+](=O)[O-])cn1
→ 1%	-6%	-2	-12%	3%	12%	0%	-3.2	-2%
CCc1nnc(NC(=O)CC(C)c2ccccc2)s1 (stereo unspecified)
→ 0%	11%	?	9%	-13%	-11%	-5%	-0.8	5%
CNC(=O)Oc1ccc2c(c1)[C@]1(C)CCN(C)[C@@H]1N2C
→ 1%&0%&4%&-6%	3%&3%	1&2	-6%&6%	3%&-5%	-16%&-33%	-4%	0.0&0.4	-5%&-10%
CCSc1nnc(Cc2cc(=O)[nH]c(=O)[nH]2)n1-c1cc(C)ccc1C
→ 1%	1%	2	4%	-3%	-13%	8%	2.2	10%
COc1ccc(CNC(=O)c2ccc(N3CCC4(CC3)CC(c3ccc(Cl)cc3)=NO4)c(NC(=O)Cc3ccc(F)cc3)c2)cc1
→ -4%	4%	1	?	4%	-9%	-10%	-1.0	2%
N#CC(c1ccccc1)N(CCCCl)C(=O)c1ccccc1 (stereo unspecified)
→ 0%	-2%	1	-5%	-28%	-7%	4%	-0.4	-14%
COc1ccc(OC)c2sc(Cl)nc12
→ 11%	-4%	-2	1%	19µM*	-14%	2%	-2.4	-11%
Cc1ccccc1NC(=O)C(=O)NCCc1c[nH]c2ccccc12
→ 0%	6%	-6	0%	-3%	-16%	0%	-3.2	-1%
COc1ccc(C)cc1NC(=O)c1ccc2c(O)c(S(=O)(=O)c3ccccc3)c(=O)[nH]c2c1
→ 1%	7%	-12	-8%	-2%	-6%	3%	-1.5	13%
O=C(CCNC(=O)c1ccc([N+](=O)[O-])cc1)Oc1ccc(F)c(F)c1
→ -3%	-10%	-5	-7%	-7%	17%	-18%	0.0	-12%
COc1cc(S(=O)(=O)NC2CCCC2)ccc1F
→ 2%	8%	nt	3%	-18%	14%	-6%	-1.7	2%
Cc1cc2ccccn2c1C(=O)c1nc(N2CCOCC2)ncc1Cl
→ -2%	18%	nt	-5%	-7%	7%	-3%	1.8	-4%
CC(C)=C1C2CCC1C1C(=O)N(c3nccs3)C(=O)C21 (stereo unspecified)
→ 1%	-1%	-1	0%	4%	nt	-5%	0.7	?
CCN(CC)CCNC(=O)C1(O)c2cc(Br)ccc2NC(=O)N1c1ccc(Cl)cc1 (stereo unspecified)
→ 2%	0%	2	7%	-8%	-11%	1%	1.5	-10%
CC(C)c1ccc(/C=C(\c2nc3ccccc3[nH]2)S(=O)(=O)c2ccccc2)cc1
→ 9%	-6%	-2	7%	-8%	27%	-23%	-0.7	2%
CCN(CCCNC(=O)C1CCN(S(=O)(=O)c2cnc[nH]2)CC1)c1cccc(C)c1
→ 2%	-1%	2	7%	3%	23%	-11%	-1.4	-13%
COc1cc(Cn2c3ccc(NC(=O)NCc4ccc(F)cc4)cc3c(=O)n2C)ccc1F
→ -3%	-9%	-5	-21%	-17%	-6%	3%[57.1 µM]	-0.2	-18%

One compound at a time, as listed above:
Cc1ccc(S(=O)(=O)Nc2cc(NC(=O)CN3CCOCC3)ccc2Cl)cc1 is entered as aSyn rescue = 4%; EPAC1 agonist = 11%; PI5P4K alpha inh = nt; EPAC1 antagonist = 1%; PLK1 PBD block = -3%; FUS suppressor = 26%; WRN helicase inh = -6%; IL-2 act = 0.6; Abeta yeast res = 16%
CN(CCc1ccccn1)c1ccc([N+](=O)[O-])cn1 is entered as aSyn rescue = 1%; EPAC1 agonist = -6%; PI5P4K alpha inh = -2; EPAC1 antagonist = -12%; PLK1 PBD block = 3%; FUS suppressor = 12%; WRN helicase inh = 0%; IL-2 act = -3.2; Abeta yeast res = -2%

Assay outcomes (PubChem BioAssay)
